Screening results from PubChem.
SRC3 TRFRET art: counter-screen for PPARgamma SRC-3 recruitment agonists: TR-FRET artefact; PPARgamma/SRC-3 format; stronger effect = higher value; TR-FRET ratio at 8 µM; 99,000 tested, 0.39% active; AID 1048; in the data active = TR-FRET ratio above about 2000; also: inactives centre near 1600; reference of the scale not given here
SRC1 TRFRET art: TR-FRET artefact, counter-screen to PPARgamma/SRC-1 agonist assay; TR-FRET detection artefact counter-screen, emission ratio; stronger effect = higher value; TR-FRET ratio at 8 µM; 99,000 tested, 0.34% active; AID 1051; in the data active = TR-FRET ratio above about 2300; also: inactives centre near 1800; reference of the scale not given here
Numbers without * were called inactive.

SMILES | SRC3 TRFRET art | SRC1 TRFRET art
Oc1csc(Cc2nc(-c3ccccc3F)cs2)n1 | 1378 | 1816
N/C(=N\OS(=O)(=O)c1ccc2ccccc2c1)c1cccnc1 | 1289 | 1974
O=C1c2cc3ccccc3c(-c3ccccc3)c2C(=O)N1c1ccccn1 | 1817 | 1794
Cc1nc2ccccc2nc(=O)c1NNc1ccccc1 | 1453 | 1811
CCCN(CCC)CCOc1cc(C)ccc1C(C)C | 1302 | 1616
CCCCn1c(SCC(=O)N(CC)C2CCS(=O)(=O)C2)nc2cc(S(N)(=O)=O)ccc21 (centres undefined) | 1560 | 2075
CC(C)C(=O)NC(=S)Nc1ccccc1C(=O)NC1CCCCC1 | 1676 | 2173
COc1ccc(CSCCc2n[nH]c(=S)n2-c2ccccc2)cc1C | 1652 | 1862
CN1CCN(C(=O)C2=C[C@H](c3ccc4c(c3)OCO4)C[C@H](OCc3ccc(CO)cc3)O2)CC1 | 1462 | 1730
CCCC(NC(=O)CCl)c1ccccc1 (centres undefined) | 1626 | 1997
CCN(CC)c1ccc(NC(=S)NC(=O)c2cccs2)cc1 | 1794 | 2204
CCC(CC)C(=O)NCCCCc1ccccc1 | 1682 | 1777
CN(C)/C=C/C(=O)c1cnc(-c2ccccn2)s1 | 1595 | 1832
Cc1ccccc1OCCOc1ccccc1C=C(C#N)C#N | 2057* | 2244
Cc1ccc(O)c(C2=Nc3ccccc3N=C(c3cccc([N+](=O)[O-])c3)C2)c1 | 1438 | 1456
Cc1cc2nc(-c3cc(N4CCOCC4)ccc3[N+](=O)[O-])ccn2n1 | 1545 | 1940
COc1ccc(CCNC(=O)CN(c2ccccc2)S(C)(=O)=O)cc1 | 1678 | 1815
Cn1cccc1C(=O)C(=O)Nc1ccc(F)c(F)c1 | 1409 | 1814
COc1cccc(CC2(CO)CCN(Cc3cnc(-c4cccc(C)c4)nc3)CC2)c1 | 1676 | 1729
Cc1ccc(C(=O)Nc2ccc3cn[nH]c3c2)cc1S(=O)(=O)N1CCOCC1 | 1588 | 1847
Cc1cccc(N2C(=O)SC(SC(=Nc3ccccc3)Nc3ccccc3)C2=O)c1 (centres undefined) | 1690 | 1761
Nc1cc(=O)[nH]c(SCC(=O)Nc2ccc(S(=O)(=O)N3CCCCC3)cc2)n1 | 1607 | 1629
O=C(Nn1c(C2CC2)nc2ccccc2c1=O)c1ccco1 | 1576 | 1843
O=C(NCc1ccc(/C=c2\sc3n(c2=O)CCN=3)o1)C(=O)Nc1ccccc1 | 1580 | 1812
CC(C)(C)CN1CCNC(=O)C1CC(=O)NCc1cccc(-n2cccn2)c1 (centres undefined) | 1647 | 1983
O=S1(=O)CCC(NC(=S)SCCOc2ccccc2)C1 (centres undefined) | 1338 | 1748
CC(C)CC(NC(=O)CC12CC3CC(CC(C3)C1)C2)C(=O)NC1=NCCS1 (centres undefined) | 1628 | 1751
CCOc1ccc(NC(=O)NNC(=O)C2CCC(C(C)(C)C)CC2)cc1 (centres undefined) | 1515 | 1809
COc1ccc2sc(C)[n+](C)c2c1 | 1621 | 1919
O=C1S/C(=C/c2ccccc2)C(=O)N1CC(O)Cn1c2ccccc2c2ccccc21 (centres undefined) | 1637 | 1769
O=C(CSc1ccccn1)Nc1ccc(Cl)c([N+](=O)[O-])c1 | 1552 | 1946
CC(C)CCNC(=O)C(c1ccncc1)N(CC1CCCO1)C(=O)Cn1nnc(-c2ccc(F)cc2)n1 (centres undefined) | 1591 | 1929
COC(=O)c1ccccc1NC(=S)NC(=O)c1ccc(C)cc1 | 1420 | 2201
COc1ccc(OC)c(CN2CCC(C(=O)N3CCN(c4ccccc4F)CC3)CC2)c1 | 1538 | 1705
O=C(CCSc1nnc(-c2ccco2)o1)N1CCOCC1 | 1541 | 1589
CC(=O)c1c(N2CCOCC2)[nH]c(-c2ccccc2)nc1=S | 1551 | 1633
O=C(CCCCCNC(=S)Nc1ccccc1)C[N+](=O)[O-] | 1482 | 1811
COCC(=O)Nc1cc(C(=O)NCCc2ccccc2)ccc1Cl | 1546 | 1815
Cc1ccnc(NC(=O)c2ccc(S(=O)(=O)c3ccccc3)cc2)c1 | 1540 | 1916
O=c1cc(-c2c(O)c3ccccc3n(Cc3ccccc3)c2=O)[nH][nH]1 | 1348 | 1527
Cc1sc2ncn(CC(=O)NCC3COc4ccccc4O3)c(=O)c2c1S(=O)(=O)N1CCCCC1 (centres undefined) | 1642 | 1932
CNCCCCOc1ccccc1-c1ccccc1 | 1645 | 1611
CC(C)Cn1c(-c2ccncc2)n[nH]c1=S | 1562 | 1788
CCCn1c(N)c(Sc2ccc(C)cc2)c(=O)n(CCC)c1=O | 1478 | 1845
CCOc1ccc(S(=O)(=O)Oc2ccc3ccccc3c2)cc1 | 1543 | 1813
COc1cc(/C=N/N=C(N)N)ccc1OCc1ccccc1Cl | 1413 | 1789
Cc1ccc(C)c(NC(=S)/C(=C(\[O-])c2ccc(Cl)s2)[n+]2ccccc2)c1 | 1369 | 1638
CC(=O)Nc1ccc(S(=O)(=O)NNC(=O)COc2cccc3ccccc23)cc1 | 1368 | 1923
CC(=O)NC1=NN(C(C)=O)C(C)(c2cccc([N+](=O)[O-])c2)S1 (centres undefined) | 1645 | 1797
OCCCNC(=S)Nc1ccc(Nc2ccccc2)cc1 | 1678 | 2213

(further entries)
SMILES | SRC3 TRFRET art | SRC1 TRFRET art
CNC(=S)N1CCc2cc(OC)c(OC)cc2C1COc1ccc(OC)cc1 (centres undefined) | 1778 | 1862
CCCNC(=O)c1ccc(SCC(=O)N(CC)CC)c([N+](=O)[O-])c1 | 1510 | 1772
COc1ccc(C2CC(=O)N(C)c3ccccc3S2)cc1OC (centres undefined) | 1826 | 1886
C[C@@H]1CN(Cc2cn(C)nc2-c2cccc(Cl)c2)C[C@H](C)O1 | 1598 | 1888
CC(NC(=O)C1CCN(S(=O)(=O)N2CCC3(CC2)OCCO3)CC1)c1ccccc1 (centres undefined) | 1524 | 1914
CCOc1ccc(/C(O)=C/C(=O)C(=O)Nc2ccc(S(=O)(=O)NC(C)=O)cc2)cc1 | 1622 | 1744
C=CCOc1ccc(Br)cc1CNCC | 1503 | 1905
CCOC(=O)c1cc(CC)sc1NC(=O)c1cccc(N2C(=O)CCC2=O)c1 | 1604 | 1887
CCOc1ccc(C2C(C(=O)c3cccs3)=C(O)C(=O)N2Cc2cccnc2)cc1 (centres undefined) | 1389 | 1907
CC(C)c1ccc(CNC(=O)C(=O)NCCCn2ccnc2)cc1 | 1505 | 1857
O=c1[nH]cnc2scc(-c3ccc(Br)cc3)c12 | 1564 | 1683
COc1ccccc1S(=O)(=O)c1ccccc1[N+](=O)[O-] | 1598 | 1781
COC(=O)c1ccc(Cn2cnc3ccccc3c2=O)cc1 | 1464 | 1897
COc1ccc(C(=O)NNc2ccccc2)cc1 | 1441 | 1655
COC(=O)CN1C(=S)N(Cc2ccccc2)C(=O)C1CC(=O)Nc1ccc(OC)cc1 (centres undefined) | 1615 | 1937
Nc1n[nH]c(CCCO)n1 | 1553 | 1912
N#C/C(=C(/O)CSc1ccccn1)c1nc2ccccc2s1 | 1537 | 1575
CCCSc1nnc(N)s1 | 1675 | 1667
O=C(N/N=C/c1cn(-c2ccccc2)nc1-c1cccnc1)c1ccccc1 | 1456 | 1674
O=C(C1CC(=O)N(c2ccc3c(c2)OCCO3)C1)N1CCN(c2ccccc2)CC1 (centres undefined) | 1703 | 2000
CC(Sc1nc2c(cc1C#N)CCCCC2)C(=O)O (centres undefined) | 1450 | 1979
COc1ccc(Oc2ccc(N/C=C3\CCCC3=O)cc2)cc1 | 1585 | 1879
CC(=O)c1ccc(NC(=S)NCCCN2CCOCC2)cc1 | 1447 | 1750
CCOC(=O)Cn1cc(C#N)c2ccccc21 | 1385 | 1743
Cc1noc(C)c1COc1cccc(C(=O)OC(C)C#N)c1 (centres undefined) | 1459 | 1711
Cc1cc(C(=O)OCC(=O)N2CC(=O)Nc3ccccc32)c(C)n1-c1ccccc1 | 1591 | 1824
Cc1ccc(CSCCNC(=O)c2cccc([N+](=O)[O-])c2)cc1 | 1533 | 1735
Cc1[nH]c(=O)c(C#N)c(C)c1Br | 1441 | 1876
CC(=O)NC[C@H]1CN(c2ccc(N3CCOCC3)c(F)c2)C(=O)O1 | 1569 | 1611
O=c1cc[nH]c2ccc([N+](=O)[O-])cc12 | 1411 | 1443
CCCC1S/C(=N/N=C/c2ccco2)NC1=O (centres undefined) | 1486 | 1695
CCCCNC(=O)CSc1nc2cc3c(cc2c(=O)n1CCCN(CC)CC)OCO3 | 1371 | 1845
CN(Cc1ccon1)C(=O)CC1C(=O)NCCN1CC1CCCCC1 (centres undefined) | 1531 | 1885
COc1cccc(CNC(=O)CCC2CCCN(C(=O)c3cc(C)on3)C2)c1 (centres undefined) | 1485 | 1826
O=C(CCn1cccc1)Nc1ccc(OC(F)(F)F)cc1 | 1623 | 1879
CCN1CN(Cc2ccco2)CNC1=S | 1487 | 1543
COc1cccc(C(=O)COC(=O)CCC(=O)NC2CCCCC2)c1 | 1642 | 1926
NC(=O)CSc1ccc(-c2ccc(F)cc2)nn1 | 1368 | 2002
Cc1ccc2cn[nH]c2c1[N+](=O)[O-] | 1591 | 1596
COc1cccc(NC(=O)c2nnn(Cc3ccc(Br)cc3F)c2N)c1 | 1675 | 1532
COc1cc(/C=C/C(=O)Nc2nc3ccc(S(=O)(=O)NC(C)C)cc3s2)cc(OC)c1OC | 1648 | 1944
CN(C)/C=C/C(=O)c1cnc(-c2ccc(Cl)cc2)s1 | 1612 | 1819
NNC(=O)CNC(=O)C12CC3CC(CC(C3)C1)C2 | 1690 | 1609
Cc1cccc(N=Nc2c(O)[nH]c3ccc(F)cc23)c1 | 1597 | 2017
Cc1nc2c(c(N3CCOCC3)n1)OCC(=O)N2 | 1536 | 1448
O=C(Oc1cccnc1)c1ccc([N+](=O)[O-])cc1 | 1542 | 1855
N#CC(C#N)=Cc1cc2ccccc2nc1N1CCCCC1 | 1623 | 1749
COC(=O)c1ccc(NC(=S)NCCCN2CCCC2=O)cc1 | 1273 | 1948
COc1cccc(-n2nnc3c(=O)n(CC(=O)Nc4ccc(C)cc4)cnc32)c1 | 1567 | 1985
O=C(CCC(=O)OCC(F)(F)C(F)F)Nc1ccc(F)cc1F | 1648 | 1814

Other results:
SMILES | SRC3 TRFRET art | SRC1 TRFRET art
Cc1cccc2c1-c1sc(C(=O)N3CCc4ccccc4C3)cc1CO2 | 1676 | 1776
Cc1csc2ncc(C(=O)NCc3ccccc3Cl)c(=O)n12 | 1817 | 2122
CCCCOCC(O)CCc1n[nH]c(=S)n1-c1ccccc1 (centres undefined) | 1551 | 1613
Cc1ccc(OCC(=O)Nc2ccc(N3CCOCC3)cc2)c([N+](=O)[O-])n1 | 1796 | 1729
COc1ccc(NS(=O)(=O)c2ccc(N3CCCC3=O)cc2)cn1 | 1620 | 1786
CC1(C)C(CO)=CC(=O)C2=C1SCC(=O)N2 | 1754 | 1722
C=CCC1C=CCC(CC=C)N1C(=O)c1ccccc1[N+](=O)[O-] (centres undefined) | 1724 | 1919
Cc1cc2ccccn2c1C(=O)c1cccc([N+](=O)[O-])c1 | 1654 | 1526
CC[n+]1ccc(C)c2cc(SC(F)(F)F)ccc21 | 1433 | 1832
Cc1nc2ccccc2nc1CN1CCC(CO)(CC2CCCCO2)CC1 (centres undefined) | 1620 | 1594
CCOC(=O)N1CCN(S(=O)(=O)c2ccc(C)c([N+](=O)[O-])c2)CC1 | 1725 | 1886
O=C(Cc1ccc([N+](=O)[O-])cc1)Nc1ccc2c(c1)OCO2 | 1567 | 1774
CCOCCCNC(=S)NCCCNc1nc2c(C)c(C)ccc2cc1C#N | 1625 | 1692
c1cc(Nc2cccc3nccnc23)c2nccnc2c1 | 1661 | 2067
O=C(NNC1=C(C(=O)C(F)(F)F)CCC1)c1cccnc1 | 1505 | 2027
COc1ccc(C(=O)C2CCCN(C(=O)CCc3ccccn3)C2)c(C)c1 (centres undefined) | 1676 | 1689
CC(C)c1ccccc1NC(=O)c1ccc(CN(c2ccccc2)S(=O)(=O)c2ccccc2)cc1 | 1635 | 1611
O=C(/C=C/c1ccc2c(c1)OCO2)NCc1ccco1 | 1489 | 1672
COc1ccc(NC(=S)NNC(=O)CCn2cc([N+](=O)[O-])cn2)cc1 | 1497 | 1959

The list is partial; rates above refer to the full screens.
